Mtb BioA inh: blocks M. tuberculosis BioA enzyme activity; 360,000 tested, 0.096% active; purified M. tuberculosis BioA enzyme, plate reader; inhibition, % at 9.99 µM; AID 602481; in the data active = inhibition above about 40%
Starred values were filed as active, the others as inactive; & = joins results of further samples. A portion of the library, so the mix of outcomes need not match the whole.

SMILES | Mtb BioA inh
CO[C@H]1CN(C)C(=O)c2ccc(NC(=O)Nc3cc(Cl)cc(Cl)c3)cc2OC[C@@H](C)NC[C@H]1C | -1.2
Cc1noc(C)c1NC(=O)Nc1ccc2c(c1)C(=O)N([C@@H](C)CO)C[C@H](C)[C@@H](CN(C)Cc1ccc(C(F)(F)F)cc1)OCCCC[C@@H](C)O2 | 1.8
COCC(=O)Nc1ccc2c(c1)[C@@H]1C[C@H](CC(=O)NCc3ccc(-c4ccccc4)cc3)O[C@H](CO)[C@@H]1O2 | 0.4
CCCN1C[C@@H](C)[C@H](OC)CN(C)C(=O)c2cc(NC(=O)C3CCOCC3)ccc2OC[C@@H]1C | -0.4
C[C@H](CO)N1C[C@H](C)[C@H](CN(C)S(=O)(=O)c2cccs2)Oc2ccc(NC(=O)NC3CCCCC3)cc2C1=O | 3.3
COc1ccc(NC(=O)N(C)C[C@@H]2Oc3c(NC(=O)C4CC4)cccc3C(=O)N([C@H](C)CO)C[C@@H]2C)cc1 | -0.7
O=C(C[C@@H]1CC[C@@H]2[C@H](COC[C@H](O)CN2Cc2ccccc2)O1)N[C@H]1CCN(Cc2ccccc2)C1 | -1.8
CCCC(=O)Nc1ccc2c(c1)OC[C@H](C)N(C(C)=O)C[C@@H](C)[C@@H](OC)CN(C)C2=O | -2.5
C[C@]1(C(=O)NCc2ccccc2)c2ccccc2C(=O)N(Cc2ccc(OC(F)(F)F)cc2)[C@H]1c1ccc(CO)cc1 | 1.0
CC(=O)N1CCCCN2[C@H](CO)[C@@H](c3ccc(-c4cccc(C)c4)cc3)[C@@H]2C1 | -4.4
C[C@@H]1CCCCO[C@H](CN(C)S(=O)(=O)c2cccs2)[C@@H](C)CN([C@H](C)CO)C(=O)c2cc(NC(=O)Nc3ccc(C(F)(F)F)cc3)ccc2O1 | 4.9
COc1ccc(NC(=O)N2C[C@@H](O)COC[C@@H]3O[C@H](CC(=O)N4CCN(C)CC4)CC[C@H]32)cc1 | -1.5
O=C(C1CCOCC1)N1CC[C@@H]2[C@@H](CO)Nc3ccc(-c4ccc(F)cc4)cc3[C@@H]21 | 15.1
Cc1noc(C)c1S(=O)(=O)Nc1ccc2c(c1)CC(=O)N([C@H](C)CO)C[C@H](C)[C@H](CN(C)C(=O)Nc1cccc3ccccc13)O2 | -1.5
COc1ccc(NC(=O)Nc2ccc3c(c2)C(=O)N([C@@H](C)CO)C[C@@H](C)[C@@H](CN(C)S(=O)(=O)c2cccs2)OCCCC[C@H](C)O3)cc1 | 0.7
Cc1ccc(S(=O)(=O)N(C)C[C@@H]2Oc3ccc(NC(=O)CCN4CCOCC4)cc3CC(=O)N([C@H](C)CO)C[C@@H]2C)cc1 | -2.7
C[C@@H]1CCCCO[C@@H](CN(C)C(=O)CCCN(C)C)[C@@H](C)CN([C@H](C)CO)C(=O)c2cc(NC(=O)c3ccccc3)ccc2O1 | -1.3
CNC[C@@H]1OCCCC[C@H](C)Oc2ccc(N(C)C)cc2C(=O)N([C@H](C)CO)C[C@@H]1C | -0.8
C[C@H]1CCCCO[C@@H](CN(C)Cc2ccccc2)[C@@H](C)CN([C@@H](C)CO)C(=O)c2cc(NS(=O)(=O)c3ccccc3)ccc2O1 | 2.9
CCCNC(=O)Nc1ccc2c(c1)C(=O)N(C)[C@H]1CC[C@H](CC(=O)Nc3cc(F)ccc3F)O[C@@H]1CO2 | 10.4
COc1ccc(CN(C)C[C@H]2Oc3ccc(NS(C)(=O)=O)cc3CC(=O)N([C@H](C)CO)C[C@@H]2C)cc1 | 0.5
O=C(Nc1ccc2c(c1)OCO2)N[C@@H]1C=C[C@@H](CC(=O)N2CCN(c3ccccc3)CC2)O[C@@H]1CO | 0.6
C[C@H](CO)N1C[C@H](C)[C@@H](CN(C)C(=O)C2CC2)Oc2ncc(C#Cc3cccc(F)c3)cc2C1=O | 0.2
C[C@H]1CN([C@@H](C)CO)C(=O)Cc2cc(NC(=O)c3ccncc3)ccc2O[C@H]1CN(C)S(=O)(=O)c1cccs1 | -3.7
COc1ccccc1-c1cccc(-c2nc(C(=O)NCc3ccncc3)cc3c2[C@@H](CCO)N([S@](=O)C(C)(C)C)C3)c1 | 0.0
O=C(Nc1cccc(F)c1)N1CCCCN2[C@H](C1)[C@H](c1ccc(-c3ccncc3)cc1)[C@@H]2CO | -2.6
C[C@H](NC(=O)C[C@@H]1CC[C@H](NC(=O)c2cccnc2)[C@H](CO)O1)c1ccccc1 | -0.5
CCNC(=O)[C@H]1[C@H](CO)[C@H]2Cn3c(ccc(-c4cccc(F)c4)c3=O)[C@@H]1N2C(=O)c1cnccn1 | -0.9
COc1ccc(NC(=O)Nc2ccc3c(c2)C(=O)N([C@@H](C)CO)C[C@H](C)[C@@H](CN(C)S(=O)(=O)c2c(C)noc2C)OCCCC[C@@H](C)O3)cc1 | -3.2
C[C@@H]1CN([C@H](C)CO)C(=O)CCCn2nncc2CO[C@@H]1CN(C)Cc1ccc(O)cc1 | 0.6
C/C=C/c1ccc2c(c1)O[C@@H](CN(C)Cc1ccccc1F)[C@H](C)CN([C@@H](C)CO)S2(=O)=O | -2.9
C[C@@H]1CN([C@@H](C)CO)S(=O)(=O)c2ccc(-c3cccnc3)cc2O[C@@H]1CN(C)Cc1cncnc1 | -0.9
CO[C@H]1CN(C)C(=O)c2ccc(NC(=O)c3ccc(F)cc3)cc2OC[C@H](C)N(C(=O)c2ccc(F)cc2)C[C@@H]1C | 0.9
CCCc1cn(CC[C@@H]2CC[C@H](NC(=O)Nc3ccc4c(c3)OCO4)[C@H](CO)O2)nn1 | 0.9
Cc1noc(C)c1NC(=O)N(C)C[C@H]1OCCCC[C@@H](C)Oc2ccc(NS(=O)(=O)c3ccccc3)cc2C(=O)N([C@@H](C)CO)C[C@H]1C | 2.1
C=CCNC(=O)[C@H]1[C@@H]2C(=O)O[C@@H](c3ccccc3)[C@@H](c3ccccc3)N2[C@@H](c2ccc(O)cc2)[C@]12C(=O)N(C(=O)OCCOC)c1ccc(C#Cc3ccc(OC)cc3)cc12 | -1.8
O=C(Cc1ccncc1)NCC[C@@H]1CC[C@H](NC(=O)C2CCCCC2)[C@@H](CO)O1 | 2.5
Cc1ccc(S(=O)(=O)Nc2ccc3c(c2)C(=O)N([C@@H](C)CO)C[C@H](C)[C@@H](CN(C)C(=O)Nc2ccc(F)cc2)OCCCC[C@@H](C)O3)cc1 | -2.9
COc1ccc(NC(=O)N(C)C[C@@H]2Oc3c(cccc3N(C)C)C(=O)N([C@H](C)CO)C[C@H]2C)cc1 | 0.5
Cc1ccc(S(=O)(=O)Nc2ccc3c(c2)CC(=O)N([C@@H](C)CO)C[C@@H](C)[C@@H](CN(C)C(=O)Nc2c(C)noc2C)O3)cc1 | -1.2
C[C@@H]1CN([C@H](C)CO)C(=O)Cc2cc(NC(=O)Nc3cccc4ccccc34)ccc2O[C@@H]1CN(C)Cc1ccc(C(F)(F)F)cc1 | -0.3
C[C@@H]1CN([C@@H](C)CO)S(=O)(=O)c2ccc(C#C[C@@H](C)O)cc2O[C@@H]1CN(C)Cc1cccnc1 | 0.5
Cc1ccc(S(=O)(=O)N(C)C[C@H]2OCCCC[C@@H](C)Oc3ccc(NC(=O)NC4CCCCC4)cc3C(=O)N([C@H](C)CO)C[C@H]2C)cc1 | -2.1
C[C@H](CO)N1C[C@H](C)[C@@H](CN(C)Cc2ccc(-c3ccccc3)cc2)Oc2ccc(NS(C)(=O)=O)cc2CC1=O | 1.1
O=C(N[C@H]1CC[C@@H](CCNS(=O)(=O)Cc2ccccc2)O[C@@H]1CO)c1cnccn1 | -0.9

6 neighbouring entries already listed, quoted:
SMILES | Mtb BioA inh
Cc1ccc(S(=O)(=O)Nc2ccc3c(c2)CC(=O)N([C@@H](C)CO)C[C@@H](C)[C@@H](CN(C)C(=O)Nc2c(C)noc2C)O3)cc1 | -1.2
C[C@@H]1CN([C@H](C)CO)C(=O)Cc2cc(NC(=O)Nc3cccc4ccccc34)ccc2O[C@@H]1CN(C)Cc1ccc(C(F)(F)F)cc1 | -0.3
C[C@@H]1CN([C@@H](C)CO)S(=O)(=O)c2ccc(C#C[C@@H](C)O)cc2O[C@@H]1CN(C)Cc1cccnc1 | 0.5
Cc1ccc(S(=O)(=O)N(C)C[C@H]2OCCCC[C@@H](C)Oc3ccc(NC(=O)NC4CCCCC4)cc3C(=O)N([C@H](C)CO)C[C@H]2C)cc1 | -2.1
C[C@H](CO)N1C[C@H](C)[C@@H](CN(C)Cc2ccc(-c3ccccc3)cc2)Oc2ccc(NS(C)(=O)=O)cc2CC1=O | 1.1
O=C(N[C@H]1CC[C@@H](CCNS(=O)(=O)Cc2ccccc2)O[C@@H]1CO)c1cnccn1 | -0.9

4 entries from above, reformatted.
SMILES	Mtb BioA inh
Cc1ccc(S(=O)(=O)Nc2ccc3c(c2)C(=O)N([C@@H](C)CO)C[C@H](C)[C@@H](CN(C)C(=O)Nc2ccc(F)cc2)OCCCC[C@@H](C)O3)cc1	-2.9
COc1ccc(NC(=O)N(C)C[C@@H]2Oc3c(cccc3N(C)C)C(=O)N([C@H](C)CO)C[C@H]2C)cc1	0.5
Cc1ccc(S(=O)(=O)Nc2ccc3c(c2)CC(=O)N([C@@H](C)CO)C[C@@H](C)[C@@H](CN(C)C(=O)Nc2c(C)noc2C)O3)cc1	-1.2
C[C@@H]1CN([C@H](C)CO)C(=O)Cc2cc(NC(=O)Nc3cccc4ccccc34)ccc2O[C@@H]1CN(C)Cc1ccc(C(F)(F)F)cc1	-0.3

The list continues:
SMILES | Mtb BioA inh
COC(=O)[C@@H]1[C@@H](CO)[C@@H]2Cn3c(ccc(-c4ccncc4)c3=O)[C@H]1N2CCc1ccccc1 | 0.0
O=C(c1cccnc1)N1C[C@@H]2[C@H](c3ccccc31)[C@H](CO)N2C(=O)C1CCCC1 | -0.7
COc1ccc(S(=O)(=O)N(C)C[C@H]2OCCCC[C@H](C)Oc3ccc(N(C)C)cc3C(=O)N([C@@H](C)CO)C[C@@H]2C)cc1 | -1.8
COc1ccc(NC(=O)N(C)C[C@H]2OCCCC[C@H](C)Oc3ccc(NS(=O)(=O)c4ccc(F)cc4)cc3C(=O)N([C@@H](C)CO)C[C@@H]2C)cc1 | 1.0
C[C@@H]1CN([C@H](C)CO)C(=O)c2cc(-c3cccc(C#N)c3)cnc2O[C@@H]1CN(C)Cc1ccccc1 | 5.7
CO[C@@H]1CN(C)C(=O)c2ccc(NC(C)=O)cc2OC[C@@H](C)N(C(=O)Nc2ccccc2F)C[C@H]1C | 0.5
CC(C)NC(=O)N(C)C[C@H]1Oc2ccc(N(C)C)cc2CC(=O)N([C@@H](C)CO)C[C@@H]1C | -2.8
O=C(C1CCC1)N1C[C@H]2[C@@H](c3ccccc31)[C@H](CO)N2C(=O)c1ccccc1F | 4.1
COc1ccc(-c2ccc([C@H]3[C@@H](C#N)N(C(=O)C4CC4)[C@@H]3CO)cc2)cc1 | -3.7
COc1ccc(NC(=O)N[C@H]2CC[C@H](CCNS(=O)(=O)c3ccccc3F)O[C@H]2CO)cc1 | -0.9
C[C@@H]1CN([C@H](C)CO)S(=O)(=O)c2ccc(C3=CCCCC3)cc2O[C@H]1CN(C)C(=O)c1ccccc1 | 35.6
CCCNC(=O)C[C@@H]1CC[C@H]2[C@@H](COc3ccc(NC(=O)NC(C)C)cc3C(=O)N2C)O1 | -2.7
COc1ccc(-c2cnc3c(c2)C(=O)N([C@H](C)CO)C[C@H](C)[C@H](CN(C)C(=O)NC2CCCC2)O3)cc1 | -1.8&1.1
Cc1ccc(S(=O)(=O)N(C)C[C@@H]2OCCCC[C@H](C)Oc3ccc(NC(=O)CCCN(C)C)cc3C(=O)N([C@@H](C)CO)C[C@H]2C)cc1 | -0.5
Cc1noc(C)c1NC(=O)N(C)C[C@H]1OCCCC[C@@H](C)Oc2ccc(NS(C)(=O)=O)cc2C(=O)N([C@H](C)CO)C[C@H]1C | -0.7
O=C(N[C@H]1CC[C@H](CCn2cc(C3(O)CCCC3)nn2)O[C@H]1CO)c1ccccc1F | -1.0
CCN1[C@@H]2c3ccc(C4=CCCCC4)c(=O)n3C[C@H]1[C@H](CO)[C@H]2C(=O)N1CCc2ccccc2C1 | -0.8
CCNC(=O)C[C@H]1CC[C@H]2[C@@H](COc3ccc(NC(=O)c4cccc(OC)c4)cc3C(=O)N2C)O1 | -1.3
C[C@@H]1CN([C@@H](C)CO)C(=O)Cc2cc(NC(=O)CCC(F)(F)F)ccc2O[C@H]1CN(C)Cc1ccc(Oc2ccccc2)cc1 | -1.0
Cc1noc(C)c1NC(=O)Nc1cccc2c1O[C@H](CN(C)C(=O)Nc1cccc3ccccc13)[C@@H](C)CN([C@H](C)CO)C2=O | -2.2
C[C@H]1CN([C@@H](C)CO)C(=O)Cc2cc(NC(=O)CCC(F)(F)F)ccc2O[C@@H]1CN(C)C(=O)NC1CCCCC1 | -0.3
CC=Cc1ccc2n(c1=O)C[C@H]1[C@H](CO)[C@@H](C(=O)N3CCCCC3)N(Cc3ccccc3)[C@@H]21 (mixture of isomers) | 3.4
Cc1noc(C)c1NC(=O)N(C)C[C@H]1Oc2ccc(NS(=O)(=O)c3ccc(F)cc3)cc2CC(=O)N([C@H](C)CO)C[C@H]1C | -4.7
CN(C)CC(=O)N[C@@H]1CC[C@@H](CCn2cc(C3CCCCC3)nn2)O[C@@H]1CO | 1.6
C[C@@H]1CCCCO[C@@H](CN(C)C(=O)c2ccncc2)[C@H](C)CN([C@@H](C)CO)C(=O)c2cc(NC(=O)Cc3ccccc3)ccc2O1 | 2.5
CCCN1C[C@H](C)[C@H](OC)CN(C)C(=O)c2ccc(NC(=O)c3cccc(F)c3)cc2OC[C@@H]1C | 7.8
C[C@@H]1CN([C@H](C)CO)C(=O)Cc2cc(NC(=O)Nc3ccc4c(c3)OCO4)ccc2O[C@@H]1CN(C)CC1CCCCC1 | -1.4
C[C@@H]1CN([C@@H](C)CO)C(=O)c2cc(NC(=O)NC3CCCCC3)ccc2O[C@H]1CN(C)S(=O)(=O)c1cccs1 | 3.5
Cc1noc(C)c1S(=O)(=O)Nc1ccc2c(c1)CC(=O)N([C@H](C)CO)C[C@@H](C)[C@@H](CN(C)S(=O)(=O)c1ccc(F)cc1)O2 | 2.7
C[C@H]1CCCCO[C@H](CN(C)S(=O)(=O)c2ccc(F)cc2)[C@@H](C)CN([C@@H](C)CO)C(=O)c2cc(NS(=O)(=O)c3cn(C)cn3)ccc2O1 | -1.1
O=C(N[C@@H]1CC[C@@H](CC(=O)N2CCCCC2)O[C@H]1CO)c1ccccn1 | -3.0
COc1ccc(NC(=O)N[C@@H]2CC[C@@H](CCNC(=O)CCN3CCCCC3)O[C@@H]2CO)cc1 | 4.4
